# Screening data deposited in PubChem BioAssay by National Center for Advancing Translational Sciences (NCATS).
# Mm-Cpn inhibitor: Inhibitors of TCP-1 ring complex (TRiC) of Methanococcus maripaludis (MmCpn): qHTS. Chaperonin Mm-Cpn (Methanococcus maripaludis). purified Mm-Cpn ATPase, ADP Transcreener TR-FRET. Potency, µM (highest dose often 76.9 µM), without a hit: at the highest dose activity, negative = inhibition, most hits filed as inhibitors. actives 0.031% (n = 330,000); further: potency means the concentration at half of the fitted maximal effect; on the % scale 0 is the no-effect control and ±100 the full control effect; nearly all actives have a fitted effect of over 80% in size
#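 ATPase turnover read by TR-FRET ADP competition (Eu cryptate antibody/ADP-d2, 665/590 nm): 10uM ATP final, 25nM Mm-CPN final, 30 min 37degC after 10-min compound preincubation, pH 7.4 Tris/KCl/MgCl2/DTT buffer.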
# Abeta rescue: qHTS for compounds that reverse cellular toxicity of Amyloid beta (A-beta) peptide in yeast: Primary Screen; Potency, µM (titrated, usually from 46.1 µM), for the others: at the highest dose growth rescue, hits mostly activators; actives 0.063% (n = 410,000); yeast expressing A-beta42, growth rescue, OD600, 48 h; response scale: 0% DMSO, 100% iron-clioquinol control; AID 1347071, 2019; further: potency means the concentration at half of the fitted maximal effect; nearly all actives have a fitted effect of over 55% in size
#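 Yeast growth medium received pinned compounds, then yeast cells expressing toxic A-beta were added; plates incubated at 30 C for 48 hr. Growth read as absorbance at 600 nm, normalized to DMSO and equimolar FeCl3 plus clioquinol controls.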
# PTHR1 ag: qHTS for PTHR1 Agonists: Primary Screen. Potency, µM (doses to about 115 µM), for inactives: at the highest dose activation, most hits filed as activators. actives 0.075% (n = 410,000). Parathyroid hormone/parathyroid hormone-related peptide receptor (Homo sapiens), Q03431. AID 743266, 2014. HEK293 GP2 PTHR1 cells, GloSensor cAMP luminescence, 1 h; further: potency means the concentration at half of the fitted maximal effect; nearly all actives have a fitted effect of over 55% in size; some results filed as inactive show a strong effect at the top dose; inactives centre near -15; many of its hits are not listed in these tables
# Target sequence (Q03431 whole entry, looked up): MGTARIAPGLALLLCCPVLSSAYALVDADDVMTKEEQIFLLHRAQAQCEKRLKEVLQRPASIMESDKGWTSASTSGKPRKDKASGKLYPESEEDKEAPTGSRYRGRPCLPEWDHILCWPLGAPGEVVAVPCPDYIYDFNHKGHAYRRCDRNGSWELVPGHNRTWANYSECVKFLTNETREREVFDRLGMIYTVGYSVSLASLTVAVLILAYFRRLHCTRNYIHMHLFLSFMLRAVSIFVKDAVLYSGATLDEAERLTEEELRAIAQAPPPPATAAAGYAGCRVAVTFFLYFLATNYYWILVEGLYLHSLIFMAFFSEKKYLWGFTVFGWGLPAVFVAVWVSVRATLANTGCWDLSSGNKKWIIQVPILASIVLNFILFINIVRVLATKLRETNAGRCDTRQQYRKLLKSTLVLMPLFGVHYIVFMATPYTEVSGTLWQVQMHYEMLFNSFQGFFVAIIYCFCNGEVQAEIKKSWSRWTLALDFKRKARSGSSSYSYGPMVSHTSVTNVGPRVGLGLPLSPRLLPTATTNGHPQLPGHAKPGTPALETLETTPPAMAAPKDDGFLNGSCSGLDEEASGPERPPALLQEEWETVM
#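 HEK-293-derived GP2 cells expressing PTHR1 and a GloSensor cAMP reporter, 3,000/well, plated overnight, given luciferin plus IBMX (each 0.5 mM as added) for 1 h at 37 °C, then compound for 1 h at 37 °C. Luminescence was read after 15 min at room temperature.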
# pAkt inh: HTS Assay for Inhibitors of Akt Phophorylation: Primary Screen. activity change, % for hits at 50 µM. actives 0.32% (n = 360,000). Neuro2A IGF-stimulated pAkt S473 HTRF, 20 min; stronger effect = lower value; in the data active means activity change below about -80%; inconclusive means mostly about -51% to -80%; further: on the % scale 0 is the no-effect control and ±100 the full control effect
#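 Neuro2A cells in DMEM with 0.5% FBS, overnight at 37 deg C, given compound at single 50 µM final, then IGF (6 nM final) for 20 min at 37 deg C. Lysed; phospho-Akt Ser473 by HTRF after 24 h, 665/615 ratio.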
# FUS yeast rescue: qHTS for Suppressors of FUS Proteinopathy: Primary screen using FUS-linked yeast assay; S. cerevisiae FUS-expressing, growth rescue, OD600, 24 h; AID 1347120, 2019; Potency, µM (doses to about 76.6 µM), for inactives: at the highest dose growth rescue (activation), actives largely listed as activators; actives 0.24% (n = 390,000);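 further: potency means the concentration at half of the fitted maximal effect; plate controls were DMSO vehicle for no effect and reference control for full effect; nearly all actives have a fitted effect of over 55% in size; some results filed as inactive show a strong effect at the top dose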
#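 Quantitative HTS measuring growth restoration of FUS-toxic yeast. Galactose-induced cells (OD 0.005) were exposed 24hr at 30C to compounds at several concentrations, then absorbance at 600 nm was recorded.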
# aSyn yeast inh: qHTS of alpha-syn Inhibitors; Yeast expressing alpha-synuclein, growth rescue, BacTiter-Glo, 24 h; Potency, µM (top dose mostly 46.1 µM), for the others: at the top dose growth rescue (activation), hits mostly activators; actives 0.14% (n = 370,000); further: potency means the concentration at half of the fitted maximal effect; % of control where 0% means no effect; nearly all actives have a fitted effect of over 65% in size
#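 Screening used galactose-induced yeast with toxic alpha-synuclein levels, exposed to compound for 24 hr at 30 deg C. Cell growth, read with BacTiter-Glo luminescence, gave the measured signal.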
# HEK293 tox: qHTS of GLP-1 Receptor Inverse Agonists: Cytotox Screen; HEK293 cAMP-luciferase reporter cells, luminescence, 24 h; Potency, µM (series often up to 38.3 µM), for inactives: at the top dose activity change, negative = inhibition, hits mostly inhibitors; actives 0.13% (n = 410,000); AID 624418, 2012;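 further: loss of luciferase light is scored as toxicity; potency means the concentration at half of the fitted maximal effect; on the % scale 0 is the no-effect control and ±100 the full control effect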
#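 1536-well qHTS counterscreen of the MLSMR; 200 cells/uL, 12 h pre-incubation, 23 nL cpd, 24 h at 37 deg C 5% CO2, luciferase detection reagent, 12 min RT, luminescence. Inhibition = undesired.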
# TDP-43 yeast inh: qHTS of TDP-43 Inhibitors; TDP-43 expressing yeast growth rescue, BacTiter-Glo, 24 h; Potency, µM (highest dose often 46.1 µM), for the others: at the top dose growth rescue (activation), actives largely listed as activators; actives 1.8% (n = 410,000); further: potency means the concentration at half of the fitted maximal effect; % of control where 0% means no effect; nearly all actives have a fitted effect of over 50% in size
#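 Yeast expressing TDP-43 (pregrown in raffinose, seeded at OD600=0.02 in galactose medium) exposed to compounds 24 hr at 30 deg C. Growth read by BacTiter-Glo luminescence; rescue of toxicity appears as increased signal.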
# GLP-1R inv ag: qHTS of GLP-1 Receptor Inverse Agonists (Inhibition Mode). Glucagon-like peptide 1 receptor (Homo sapiens), P43220. actives 1.6% (n = 410,000). AID 624417, 2012. Potency, µM (top dose mostly 38.3 µM), for inactives: at the top dose activity change, negative = inhibition, usual class: inhibitors. HEK293 GLP-1R CRE-luciferase, luminescence, 24 h; GLP-1R form is constitutively active; further: potency means the concentration at half of the fitted maximal effect; on the % scale 0 is the no-effect control and ±100 the full control effect; nearly all actives have a fitted effect of over 55% in size
# Target sequence (P43220 whole entry, looked up): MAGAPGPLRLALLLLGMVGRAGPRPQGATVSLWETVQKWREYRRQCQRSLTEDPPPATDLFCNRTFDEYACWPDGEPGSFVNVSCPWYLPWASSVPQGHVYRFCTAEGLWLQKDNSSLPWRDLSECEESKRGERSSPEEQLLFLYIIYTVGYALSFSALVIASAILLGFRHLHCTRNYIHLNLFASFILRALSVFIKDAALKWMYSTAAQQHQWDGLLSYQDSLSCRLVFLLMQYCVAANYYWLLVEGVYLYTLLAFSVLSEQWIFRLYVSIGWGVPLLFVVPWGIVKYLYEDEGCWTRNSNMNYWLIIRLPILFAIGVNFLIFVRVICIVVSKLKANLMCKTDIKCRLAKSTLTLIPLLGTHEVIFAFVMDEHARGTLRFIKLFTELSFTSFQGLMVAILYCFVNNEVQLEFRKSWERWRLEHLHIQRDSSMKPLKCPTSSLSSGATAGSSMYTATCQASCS
#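 Constitutively active GLP-1R drives a cAMP-responsive luciferase in stably transfected HEK293 cells; test compounds are added after overnight (12 h) attachment and left 24 hr, and signal loss in luminescence marks inhibition.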
# Active calls of the source: *; i = inactive; u = inconclusive; x = not tested or not shown; [ ] = remark or other dose. Unless noted, the call rests on the fitted dose curve; in most records, active means well fitted curve in the direction sought with a large enough effect; inconclusive means small, poorly fitted or top-dose-only effect, or another doubt; inactive means no such curve, though single readings can be large; an effect the other way counts as inactive or inconclusive. Some of the compounds tested, so the mix of outcomes need not match the whole.
SMILES | Mm-Cpn inhibitor | Abeta rescue | PTHR1 ag | pAkt inh | FUS yeast rescue | aSyn yeast inh | HEK293 tox | TDP-43 yeast inh | GLP-1R inv ag
CCOC(=O)C1CCN(C(=O)c2cccc(C(=O)N3CCC(C(=O)OCC)CC3)c2)CC1 | -2% | -20% | 11%[57.5 µM] | i | 4% | 2% | 3% | -25% | 0%
CC1CN(C(=O)COC(=O)[C@@H](NC(=O)c2ccccc2Cl)C(C)C)CC(C)O1 (some centres not stated) | 0% | -2% | i | i | x | -4% | -16% | 11% | 11%
COc1cc(C(=O)NC2CC3CCCC(C2)N3CC(=O)Nc2ccccc2)cc(OC)c1OC (configuration not stated) | 0% | 4% | -19% | i | 32% | -6% | -18% | 0% | 0%
Cc1ccc2oc(=O)c3cnn(CC(=O)N(Cc4ccco4)C4CCCCC4)c3c2c1 | 1% | 0% | i | i | -12% | 0% | 5% | 12% | 15%
CCCCC(=O)N=c1sc2cc([N+](=O)[O-])ccc2n1C | 2% | 6% | i | i | -38% | -10% | -1% | u | 31%[activator]
CCC1(CC)C(=O)C2=C3C1[C@H](C(=O)OC)C=C(C(=O)OC)C[C@H]3n1c(=O)n(C)c(=O)n1[C@H]2C (some centres not stated) | x | -3% | -7% | i | -2% | -4% | 10% | -6% | 12%
Cc1ccc(C(=O)c2ncc[nH]2)cc1 | 1% | -5% | -16% | i | -24% | -6% | -12% | -2% | 19%
Cc1c(NC(=S)Nc2ccccc2)c(=O)n(-c2ccccc2)n1C | 1% | 12% | i | i | -3% | -2% | -3% | 15% | -14%
CC(NC(=O)CSc1nnnn1C1CC1)c1ccccc1Br (configuration not stated) | -1% | 7% | i | i | -17% | 2% | -24% | 10% | -24%
CCOc1ccccc1NC(=O)c1ccc2ccccc2c1 | u | -14% | i | i | 7% | -3% | 31%[activator] | 6.3µM* | -28%
CN1CCN(c2ccc(NC(=O)c3ccco3)cc2Cl)CC1 | 1% | 3% | i | i | 6% | -5% | -18% | 9% | u
COC(=O)c1ccc(N2C(=O)CC(SCCN)C2=O)cc1 (configuration not stated) | 2% | -2% | i | i | 6% | 9% | 5% | 7% | 3%
CCCCCCNC(=O)O[C@]12C[C@@H](C(=O)OC)[C@@H](C(=O)OC)C[C@@]1(O)CN(S(=O)(=O)c1ccc(C)cc1)C2 | x | -6% | i | i | 38% | 3% | -18% | 8% | -29%
Cc1nnc(NC(=O)c2ccc(C)c(S(=O)(=O)N3CCOCC3)c2)s1 | x | 8% | -3%[57.5 µM] | i | 1% | 0% | -3% | -10% | 4%
O=C(Nc1ccccc1Cl)c1ccccc1CC(O)(c1ccccc1)c1ccccc1 | x | -48%[inhibitor] | -12% | i | 11% | -20% | 4% | -13% | u
COc1ccc(NC(=O)N(C)C[C@H]2Oc3ccc(NS(=O)(=O)c4c(C)noc4C)cc3C(=O)N([C@H](C)CO)C[C@@H]2C)cc1 | 0% | 17% | -34%[inhibitor] | i | 6% | 2% | 3% | 22% | 2%
CCC(C)C(=O)Nc1nnc(-c2cccs2)s1 (configuration not stated) | -1% | 17% | i | i | -2% | 6% | 1% | 2% | 3%
COc1ccc(NS(=O)(=O)c2ccc(NC(=O)c3ccccc3)cc2)nn1 | -1% | -18% | i | i | -3% | -5% | 4% | 0% | 16%
COC1CCCCC1Nc1cc(C)ccc1C (configuration not stated) | -1% | -3% | -14% | i | 10% | -1% | 5% | -25% | -1%
CCOCC(=O)Nc1nnc(Cc2ccc(OC)cc2)s1 | 2% | 17% | i | i | -1% | 7% | -8% | 5% | 16%
Cc1ccc(NC(=S)NC2CC3CCCC(C2)N3Cc2cccs2)cc1 (configuration not stated) | 1% | 2% | -3%[57.5 µM] | i | 3% | 4% | -28% | -18% | u
CCC(=O)N1c2ccc(S(=O)(=O)NCc3cccc(OC)c3)cc2CC1C (configuration not stated) | x | 0% | -6% | x | 10% | x | 3% | 0% | 7%
NCCc1nnc(SCC(=O)Nc2cccc(Cl)c2)o1 | -2% | -14% | i | x | -17% | 5% | 6% | 10% | 1%
CCOC(=O)Cc1csc(SCC(=O)Nc2cc(C)ccc2OC)n1 | -2% | -2% | -21% | i | 6% | 0% | 12% | 16% | 1%
CCc1ccc(NS(=O)(=O)c2c(-c3ccccc3)csc2C(=O)OC)cc1 | x | -11% | i | x | 44% | x | -18% | 27% | u
CCC(=O)Nc1nnc(SCc2cc(=O)c3cc(C)ccc3[nH]2)s1 | x | -9% | -17% | x | -17% | x | 11% | 11% | 13%
CN1CCCC1=Nc1ccccc1 | x | -1% | i | i | -13% | 0% | -10% | 23% | 12%
Cc1ccc(-c2csc3ncn(CC(=O)O)c(=O)c23)cc1C | 1% | -4% | -7% | i | -12% | -1% | 6% | 7% | 22%
C#CCOCCOCCOCCNc1nc(N2CCN(C(=O)[C@H]([C@@H](C)CC)n3cc([C@@H](N)CO)nn3)CC2)nc(N2CCN(C(=O)[C@H](Cc3ccc(O)cc3)n3cc([C@@H](N)CC(C)C)nn3)CC2)n1 | x | 4% | 7% | i | 11% | 0% | 5% | -2% | 17%
O=C(NCc1ccco1)c1cc(-c2ccccc2)nn1CC1CC(c2cccc([N+](=O)[O-])c2)=NO1 (configuration not stated) | 0% | 9% | -6% | i | 14% | 8% | -8% | u | u

# The closing 2 compounds of the part before open the next one:
SMILES | Mm-Cpn inhibitor | Abeta rescue | PTHR1 ag | pAkt inh | FUS yeast rescue | aSyn yeast inh | HEK293 tox | TDP-43 yeast inh | GLP-1R inv ag
C#CCOCCOCCOCCNc1nc(N2CCN(C(=O)[C@H]([C@@H](C)CC)n3cc([C@@H](N)CO)nn3)CC2)nc(N2CCN(C(=O)[C@H](Cc3ccc(O)cc3)n3cc([C@@H](N)CC(C)C)nn3)CC2)n1 | x | 4% | 7% | i | 11% | 0% | 5% | -2% | 17%
O=C(NCc1ccco1)c1cc(-c2ccccc2)nn1CC1CC(c2cccc([N+](=O)[O-])c2)=NO1 (configuration not stated) | 0% | 9% | -6% | i | 14% | 8% | -8% | u | u
Cc1ccc(/C=N/NC(=O)c2ccoc2C)s1 | 3% | 24% | -17% | i | 13% | -18% | 10% | -7% | -4%
Cc1cc(N2CCC(C)CC2)n2ncc(-c3ccccc3)c2n1 | -3% | -33%[inhibitor] | -12% | i | 10% | 0% | 39%[activator] | 16% | u
CN(Cc1nc2ccccc2c(=O)[nH]1)Cc1cc(=O)oc2ccc3ccccc3c12 | 1% | -7% | -8% | i | 48% | 0% | 4% | -22% | 8%
CCOC(=O)c1c(C)n(C)c2ccc(O)c(CN3CCCCC3)c12 | -2% | -4% | -23%[57.5 µM] | i | -4% | 1% | u | 4% | -23%
Cc1nnc(NC(=O)C2CCN(S(=O)(=O)c3cc([N+](=O)[O-])ccc3Cl)CC2)o1 | -3% | 1% | -32%[inhibitor] | i | 5% | 1% | -1% | 14% | 13%
Cn1c(-c2ccc[nH]c2=O)nc2cc(Cl)ccc21 | -3% | -6% | i | i | -15% | -7% | 5% | -4% | 9%
COC(=O)C1=COC(C)C2CN3CCc4c([nH]c5cc(OC)c(OC)cc45)C3CC12 (configuration not stated) | -9% | -12% | -7% | i | 16% | -1% | 1% | 14% | -3%
Cc1noc(C)c1CSCC(=O)N(C)CC(=O)Nc1ccc(Cl)c(Cl)c1 | -1% | 0% | -5% | i | x | -4% | -19% | 9% | u
CC(C)[C@H](NC(=O)OC(C)(C)C)c1nnc(SCc2cccc(F)c2)o1 | 0% | 9% | -36%[inhibitor] | i | 30% | -1% | -10% | 26% | u
OC(CN1CC=C(/C=C/c2ccc(Br)cc2)CC1)c1ccccc1 (configuration not stated) | 2% | -16% | -14% | i | 0% | -1% | -19% | -18% | -20%

# In the list so far, these contain a thiophene ring, fused or not:
SMILES | Mm-Cpn inhibitor | Abeta rescue | PTHR1 ag | pAkt inh | FUS yeast rescue | aSyn yeast inh | HEK293 tox | TDP-43 yeast inh | GLP-1R inv ag
CCC(C)C(=O)Nc1nnc(-c2cccs2)s1 (configuration not stated) | -1% | 17% | i | i | -2% | 6% | 1% | 2% | 3%
Cc1ccc(NC(=S)NC2CC3CCCC(C2)N3Cc2cccs2)cc1 (configuration not stated) | 1% | 2% | -3%[57.5 µM] | i | 3% | 4% | -28% | -18% | u
CCc1ccc(NS(=O)(=O)c2c(-c3ccccc3)csc2C(=O)OC)cc1 | x | -11% | i | x | 44% | x | -18% | 27% | u
Cc1ccc(-c2csc3ncn(CC(=O)O)c(=O)c23)cc1C | 1% | -4% | -7% | i | -12% | -1% | 6% | 7% | 22%
Cc1ccc(/C=N/NC(=O)c2ccoc2C)s1 | 3% | 24% | -17% | i | 13% | -18% | 10% | -7% | -4%
